# Assay outcomes deposited in PubChem BioAssay by National Center for Advancing Translational Sciences (NCATS).
# TDP1 cell CPT: DT40-hTDP1 cell growth loss with CPT | chicken DT40 Tdp1-/-;hTDP1 cells + 20 nM CPT, ATP luminescence, 48 h | Potency, µM (top dose mostly 46.2 µM), without a hit: at the top dose activity change, negative = growth inhibition, actives largely listed as inhibitors | actives 12% (n = 420,000); also: nearly all actives have a fitted effect of over 55% in size
#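 Chicken DT40 Tdp1-/- cells stably complemented with human TDP1 were seeded at 400 cells/well in medium containing 20 nM camptothecin, exposed to pin-transferred compounds, and grown at 37 °C for at least 48 hr. Viability was read as ATP luminescence.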
# TDP1 block: TDP1 (human) enzyme inhibition; Q9NUW8; actives 0.28% (n = 350,000); Potency, µM (doses to about 130 µM), for the others: at the top dose activity change, negative = inhibition, usual class: inhibitors; AID 485290; recombinant TDP1, AlphaScreen DNA substrate cleavage; also: nearly all actives have a fitted effect of over 40% in size
# Target sequence (Q9NUW8 whole entry, looked up): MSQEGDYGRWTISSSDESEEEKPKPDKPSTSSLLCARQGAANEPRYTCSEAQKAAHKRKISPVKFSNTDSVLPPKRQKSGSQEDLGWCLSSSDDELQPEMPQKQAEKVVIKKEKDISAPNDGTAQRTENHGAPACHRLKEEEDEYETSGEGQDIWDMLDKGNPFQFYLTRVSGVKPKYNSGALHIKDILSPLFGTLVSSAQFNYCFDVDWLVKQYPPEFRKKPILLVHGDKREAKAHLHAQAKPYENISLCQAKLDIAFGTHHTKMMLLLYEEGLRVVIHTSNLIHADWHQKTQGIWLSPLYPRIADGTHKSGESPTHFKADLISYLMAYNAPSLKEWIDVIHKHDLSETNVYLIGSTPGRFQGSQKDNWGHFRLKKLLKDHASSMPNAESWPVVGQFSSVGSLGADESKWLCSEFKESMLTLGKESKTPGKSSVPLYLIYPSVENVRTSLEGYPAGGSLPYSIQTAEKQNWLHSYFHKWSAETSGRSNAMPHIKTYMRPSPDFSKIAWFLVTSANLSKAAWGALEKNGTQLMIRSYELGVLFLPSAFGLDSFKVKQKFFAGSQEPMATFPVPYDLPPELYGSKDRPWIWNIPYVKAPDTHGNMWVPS
#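 Signal: AlphaScreen proximity between streptavidin donor and anti-FITC acceptor beads on intact substrate. Reaction: Tdp1 1 nM, substrate 15 nM final, 5 min RT after 15 min compound preincubation.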
# TDP1 cell noCPT: qHTS for Inhibitors of human tyrosyl-DNA phosphodiesterase 1 (TDP1): qHTS in cells in absence of CPT. actives 15% (n = 420,000). AID 686978, 2013. DT40 Tdp1-/- hTDP1 cells, no CPT, ATP luminescence, 48 h. Potency, µM (top dose mostly 46.2 µM), inactives show top-dose activity change, negative = growth inhibition, usual class: inhibitors; also: nearly all actives have a fitted effect of over 55% in size
#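 Stably hTDP1-transfected Tdp1-null chicken DT40 cells were treated with library compounds minus camptothecin and grown for at least 48 hr at 37 °C, after which cellular ATP was quantified by luminescence.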
# * hit, by the source's call; ? = inconclusive; . = no result given; & = joins results of further samples; [ ] = remark or other dose. Calls follow the shape of the dose curve; as a rule, active = well fitted curve in the direction sought with a large enough effect; inconclusive = small, poorly fitted or top-dose-only effect, or another doubt; inactive = no such curve, though single readings can be large; an effect the other way counts as inactive or inconclusive. % is scaled to controls: 0 for no effect and ±100 for the full control effect; potency is read from the fitted curve at half-maximal effect. Rows are unselected; 18% or so of the library scored in one or more.
# Fields – TDP1 block | TDP1 cell CPT | TDP1 cell noCPT
- COc1ccc2oc(C(=O)OCC(=O)Nc3ccc(NC(C)=O)cc3)c(C)c2c1
→ 1% | -2% | -6%
- COc1ccc(NC(=O)Cc2c(Cl)cccc2Cl)cn1
→ 2% | -11% | -21%
- CCC(C)(C)NC(=O)C1CCN(S(=O)(=O)c2c(C)noc2/C=C/c2ccc(C)cc2)CC1
→ 7% | 23µM* | ?
- COc1ccc(C(=O)Nc2ccc(S(=O)(=O)Nc3onc(C)c3C)cc2)cc1
→ 7% | -1% | -26%
- CC(C)(C)NC(=O)Cn1c(=O)n(CC(=O)NC(C)(C)C)c2ccccc21
→ 2% | 7% | ?
- O=C(CSc1nc(=O)[nH]c2c1CCCC2)Nc1cc(C(F)(F)F)cc(C(F)(F)F)c1
→ . | 18µM* | 23µM*
- CC(=O)N1CCCc2cc(S(=O)(=O)N3CCCC(C(=O)Nc4cccc(C)c4)C3)ccc21 (stereo not given)
→ 1% | -28% | -18%
- COc1ccccc1NC(=O)c1ccc(C(=O)Nc2ccccc2OC)nc1
→ . | 4.6µM* | ?
- O=C(CCNS(=O)(=O)c1cccs1)N1CCCCCC1
→ 0% | -3% | -21%
- CCN(CC(=O)NCc1ccc(Cl)cc1)C(=O)CSc1ccccc1
→ . | -17% | -22%
- COc1cc2[nH]c(C(=O)NCc3ccccc3)cc2c(OC)c1OC
→ . | -3% | ?
- O=C(O)CNCC1COc2ccccc2O1 (stereo not given)
→ -11% | 3% | -1%
- COc1ccc(NC(=O)COc2ccc(C)cc2)c([N+](=O)[O-])c1
→ 4% | -21% | -36%
- O=C(NCCN1CCOCC1)c1cccc(S(=O)(=O)N2CCCCC2)c1
→ . | -1% | 2%
- O=C1C2CCCN2C(=S)N1C1CCCCC1 (stereo not given)
→ . | ? | ?
- O=C1OC(c2ccccc2)=C/C1=C/N1CCOCC1
→ 0% | ? | 16µM*
- CC(C)Nc1c([N+](=O)[O-])c(=O)oc2ccccc12
→ 4% | 6% | 7%
- C/C(=N\NC(=O)C1CC1c1ccccc1)c1cccc([N+](=O)[O-])c1 (stereo not given)
→ 2% | ? | ?
- S=C(NCCCN1CCOCC1)N1CCN(c2nc(-c3ccccc3)cs2)CC1
→ 0% | ? | 23µM*
- O=C(Nc1cccc(F)c1)C1CCN(c2nc3ccccc3nc2C(F)(F)F)CC1
→ 3% | 18µM* | 16µM*

# One compound at a time, from the list above:
# Results for O=C1OC(c2ccccc2)=C/C1=C/N1CCOCC1 → TDP1 block: 0%; TDP1 cell CPT: ?; TDP1 cell noCPT: 16µM*
# Results for O=C(CCNS(=O)(=O)c1cccs1)N1CCCCCC1 → TDP1 block: 0%; TDP1 cell CPT: -3%; TDP1 cell noCPT: -21%
# Results for COc1ccc2oc(C(=O)OCC(=O)Nc3ccc(NC(C)=O)cc3)c(C)c2c1 → TDP1 block: 1%; TDP1 cell CPT: -2%; TDP1 cell noCPT: -6%

# Later entries
# Fields – TDP1 block | TDP1 cell CPT | TDP1 cell noCPT
- CC1=C(C(=O)N2CCOCC2)CC(CC(=O)NCc2cccc3ccccc23)C(=O)N1Cc1ccc(C(C)(C)C)cc1 (stereo not given)
→ . | ? | ?
- CC(C)OC(=O)CSc1nnnn1-c1ccc2c(c1)OCCO2
→ 0% | 1% | -24%
- COc1ccc(CCNC(=O)C2(C)CCC(=O)N2Cc2ccc(C)cc2)cc1OC (stereo not given)
→ . | 2% | 27%
- CC(=O)c1ccc(NC(=O)c2cc(C)nn2-c2ccccc2)cc1
→ 3% | ? | ?
- CN1CCN(c2ccc(CNC(=O)c3cc4ccccc4o3)cc2)CC1
→ 4% | -10% | ?
- CSc1ncccc1C(=O)Nc1ccncc1
→ 5% | 17% | 1%
- C[C@@H]1CN([C@@H](C)CO)C(=O)c2cc(Br)cnc2O[C@H]1CN(C)S(=O)(=O)c1cccs1
→ . | ? | ?
- CC1CC(C)CN(C(=O)COC(=O)c2ccc3ccccc3n2)C1 (stereo not given)
→ -1%[56.1 µM] | -8% | 2%
- Cc1cc(C)n(-c2nc3ccccc3nc2Nc2ccc3c(c2)OCO3)n1
→ 3% | -3% | -3%
- CCCOc1ccc(C2=CSC3=NCCN23)cc1[N+](=O)[O-]
→ . | ? | ?
- O=C(/C=C/[C@H]1O[C@@H](n2ccc(=O)[nH]c2=O)[C@H](O)[C@@H]1O)NCCN1CCCC1
→ . | 0% | -6%
- COc1ccc(C(=O)NCc2nnc(SCC(=O)NCc3ccc(F)cc3)o2)cc1
→ 3% | -17% | -14%
- O=C(NCCN1CCCc2ccccc21)C1CCC(=O)N(CCc2ccccc2)C1 (stereo not given)
→ 5% | -2% | 6%
- CCN1C(=O)CC(N2CCN(c3cccc(OC)c3)CC2)C1=O (stereo not given)
→ 0% | -9% | -2%
- COc1ccc(N2CC(=O)N(c3ccc(OC)c(OC)c3)CC2=O)cc1OC
→ -1% | -1% | -1%
- Cc1cccc(OCC(=O)NCc2ccncc2)c1C
→ 4% | -8% | -10%
- O=C(CN(CC1CCCO1)C(=O)CNS(=O)(=O)c1ccc(F)cc1)NCc1ccco1 (stereo not given)
→ 6% | 3% | 2%
- COc1ccccc1N1CCN(C(=O)c2nc(SC)ncc2Cl)CC1
→ 4% | 1µM* | 1µM*
- CCOC(=O)c1ccccc1NC(=O)COC(=O)CCC1CCCC1
→ 50µM* | -6% | 0%
- Cc1ccc([C@@H]2CC=C(C(=O)O)[C@H](c3ccccc3)N2S(=O)(=O)c2ccccc2C)cc1
→ 0% | -2% | -6%
- O=C(Nc1ccc(F)cc1F)c1cc(=O)n(-c2ccccc2)c(=O)[nH]1
→ -1% | -7% | -16%
- O=C(O)C1CCCCC1C(=O)Nc1cccc(Br)c1 (stereo not given)
→ 2.8µM* | -2% | -12%
- COCCNC(=O)c1cnn2c1NC(c1ccco1)CC2C(F)(F)F (stereo not given)
→ -2% | -2% | 1%
- C[C@@H]1CCCCO[C@@H](CN(C)CC2CC2)[C@@H](C)CN([C@H](C)CO)C(=O)c2cc(N(C)C)ccc2O1
→ . | 22% | 10%
- O=C1/C(=C\c2ccc(O)cc2)SC(=S)N1Cc1ccccc1
→ 6% | ? | ?
- Cc1ccc(NC(=O)CN(C)S(=O)(=O)c2ccc3[nH]c4c(c3c2)CCCC4)c(Cl)c1
→ 4% | ? | 18µM*
- COc1ccccc1NC(=O)CN1C(=O)CC(c2ccc(C)c(C)c2)=Nc2ccccc21
→ 11% | 23µM* | 23µM*
- CCN(CC)S(=O)(=O)c1ccc(N2CCOCC2)c(NC(=O)C23CC4CC(CC(Cl)(C4)C2)C3)c1
→ -1% | ? | 23µM*
- CN(C)C1=NC[C@H](Cc2ccccc2)N1CC1CCCCCC1
→ -3% | 5.8µM* | 15µM*
- NC(=O)[C@@H]1CCCCNc2c(F)cc([N+](=O)[O-])cc2C(=O)N[C@@H](CCCN=C(N)N)C(=O)NCC(=O)N1
→ 3% | -4% | -4%
- CC(C)(C)C(=O)n1nc(-c2ccccc2)oc1=O
→ 3% | -1% | -8%
- COc1ccc(C2C(C(C)=O)=C(O)C(=O)N2Cc2ccccc2)c(OC)c1 (stereo not given)
→ . | 0% | -3%
- Oc1c(C(c2ccccc2F)N2CCOCC2)sc2nc(-c3ccco3)nn12 (stereo not given)
→ 5% | 0% | 7%
- C#C[C@]1(O)CC[C@H]2[C@@H]3[C@H](C)CC4=C(CCC(=O)C4)[C@H]3CC[C@@]21C
→ . | ? | ?
- CC1(C(=O)NCc2ccc3c(c2)OCO3)CCN1C(=O)Cc1ccc(Cl)cc1Cl (stereo not given)
→ . | -27% | ?
- Cc1cc(Cl)c2oc(C(=O)N3CCC(O)(c4ccccc4)CC3)c(C)c2c1
→ 3% | -23% | ?
- CC(=O)NCc1ccc(S(=O)(=O)NC(C(=O)O)C(C)C)cc1 (stereo not given)
→ -2% | -1% | 1%
- CN(C)/C=C(\C#N)S(=O)(=O)C(C)(C)C
→ 5% | -24% | -2%
- O=C(O)c1cccc2c(-c3ccccc3)c(-c3ccccc3)[nH]c12
→ 8% | -21% | 0%
- O=C(C[C@H]1C(=O)N(c2ccccc2)C[C@@H]1Cc1ccccc1)Nc1ccccc1
→ . | ? | ?
- CC(Nc1n[nH]c(=O)[nH]c1=O)C(=O)N/N=C/c1cccs1 (stereo not given)
→ 3% | -2% | -6%
- Cc1c(NC(=O)CCC2CCCCC2)c(=O)n(-c2ccccc2)n1C
→ 0% | 0% | 0%
- COc1ccc(CN2CCOc3ccc(C(O)c4cccnc4)cc3C2)c(OC)c1OC (stereo not given)
→ . | -9%[9.04 µM] | -29%
- COc1ccccc1C(=O)C1CCCN(C(=O)c2ccccc2Cl)C1 (stereo not given)
→ 1% | ? | ?
- Cc1ccc(C(=O)c2coc3ccc(O)c(CN(C)C)c23)cc1
→ . | ? | ?
- Cc1cccc(C)c1OCC(=O)NCc1nnc(SCC(=O)NC2CCCCC2C)n1C (stereo not given)
→ 4% | -20% | -8%
- Cc1ccc(N2CCN(S(=O)(=O)c3nnc(NC(=O)c4ccccc4)s3)CC2)cc1
→ 3% | ? | -18%&-29%
- CCn1c(/C=C/c2ccccc2Cl)nc2ccccc2c1=O
→ . | ? | 16µM*
- COc1cc(C2CC(=O)c3c([nH]c(C(=O)OC4CCCCC4)c3C)C2)cc(OC)c1OC (stereo not given)
→ 14% | 1.8µM* | 2.1µM*
- O=C(C/C=N/OCc1c(Cl)cccc1Cl)c1ccc(Cl)cc1
→ 7% | -17% | ?
- COc1cc(NC(=O)COc2cc3oc(=O)cc(C)c3cc2Cl)cc(OC)c1OC
→ -2% | 8.2µM* | 5.8µM*
- CC(=O)N1CCc2c(sc(NC(=O)C3CC3)c2-c2nc3ccccc3s2)C1
→ 1% | 16µM* | 15µM*
- COc1ccc(OC)c(NC(=O)CSc2sc3c(O)cc(=O)[nH]c3c2C#N)c1
→ 8% | -1% | -1%
- Fc1ccc(CSc2nc(NCc3ccccc3)c3ccccc3n2)cc1
→ -2% | ? | 16µM*
- Cc1nc(SC2CCOC2=O)c2c(C)c(C)sc2n1 (stereo not given)
→ 5% | -11% | 2%
- Cc1cc(NC(=O)c2ccc(Br)o2)ccc1NC(=O)c1ccco1
→ 4% | 15µM* | 16µM*
- Cc1ccc(N2CCN(/N=C/c3ccccc3[N+](=O)[O-])CC2)cc1
→ -5% | ? | ?
- c1ccc2c(c1)Nc1ccncc1S2
→ 7% | -19% | ?
- CCOc1ccc(S(=O)(=O)Nc2ccc(OC)nc2)cc1
→ 4% | ? | 23µM*
- COc1cccc(CN2CCC(Oc3ccc(C(=O)N4CCCCC4)cc3)CC2)c1
→ 3% | -21% | -11%

# More entries follow:
# Fields – TDP1 block | TDP1 cell CPT | TDP1 cell noCPT
- CC1(C(=O)Nc2ccc3c(c2)OCCO3)CN(S(C)(=O)=O)CC(=O)N1C1CCCCCC1 (stereo not given)
→ . | 15% | -6%
- c1ccc2c(c1)CCN2CCN1CCc2ccccc21
→ 4% | ? | ?
- COc1ccc(C(=O)Nc2ccc(C)cn2)c(OC)c1
→ 5% | 21µM* | ?
- CCn1c(CN(C)c2ccccc2)nc2ccccc21
→ . | ? | ?
- O=C(Cc1cccc(NC(=O)C2CCN(C(=O)CCc3ccccc3)CC2)c1)Nc1cccc(C(=O)N2CCCC2)c1
→ 3% | ? | 16µM*
- CCc1ccc(C(C)NC(=O)/C=C/c2ccc(Br)cc2)cc1 (stereo not given)
→ 2% | ? | -14%
- Nc1cccc(C(=O)OCC(=O)Nc2cccc3c2C(=O)c2ccccc2C3=O)c1
→ 1% | ? | 12µM*
- CN(Cc1c(O)ccc2c1oc(=O)c1ccccc12)C1CCCCC1
→ . | ? | ?
- O=[N+]([O-])c1ccc2nc(-c3ccccn3)[nH]c2c1
→ . | 0.65µM* | 1.2µM*
- CC(C)c1ccc(-n2c(-c3ccccc3)c[n+]3c2CCc2ccccc2-3)cc1
→ -1% | 0.0073µM* | 0.033µM*
- CCCCNC(=O)C1(C)CCCCN1C(=O)c1cc(C#N)cs1 (stereo not given)
→ . | 0% | -3%
- COc1ccccc1N1CCN(C(=O)CCc2nnc3ccc(N4CCOCC4)nn23)CC1
→ 5% | -17% | 2%
- CCCCN1C(=O)C(CC(=O)NCc2cccs2)CC(C(=O)N2CCOCC2)=C1C (stereo not given)
→ . | 6% | 0%
- COc1ccccc1Nc1nnc(SCC(=O)Nc2nc(-c3ccc(F)cc3)cs2)s1
→ 8% | 15µM* | 13µM*
- CCCCCCCN1N=C(C)C(C(=O)c2ccccc2)C1=O (stereo not given)
→ 1% | ? | ?
- CCCCOCCCn1cnc2c([nH]c3cc(OC)ccc32)c1=O
→ 5% | -20% | ?
- COc1cccc(C(=O)Nc2cccc(OCC(=O)c3ccccc3)c2)c1
→ -5% | 23µM* | ?
